Fh CTSL1 inh: counter-screen for PFM18AAP inhibitors: inhibitors of F. hepatica cathepsin L1. recombinant F. hepatica cathepsin L1, Z-Leu-Arg-MCA fluorescence. 0.49% of 300,000 active. AID 1906. inhibition, % at 5.96 µM;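 active = inhibition above the mean of all tested compounds plus 3 SD, set per screening campaign, cut at about 17% in these data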;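 also: 0% = plate median of test compound wells and 100% = 1 µM Z-Phe-Ala-diazomethylketone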
LYPLA2 counter: blocks human lysophospholipase 2, a PME1 counter-screen. O95372. recombinant LYPLA2, FP-Rh probe fluorescence polarization. inhibition, % at 5.9 µM. 0.38% of 320,000 active. AID 2177;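 active = inhibition above the screen-wide mean plus 3 SD, limit set per campaign, cut at about 26% in these data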;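 also: 0% = LYPLA2 with DMSO and 100% = wells lacking LYPLA2 enzyme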
Target sequence (O95372 whole entry, looked up): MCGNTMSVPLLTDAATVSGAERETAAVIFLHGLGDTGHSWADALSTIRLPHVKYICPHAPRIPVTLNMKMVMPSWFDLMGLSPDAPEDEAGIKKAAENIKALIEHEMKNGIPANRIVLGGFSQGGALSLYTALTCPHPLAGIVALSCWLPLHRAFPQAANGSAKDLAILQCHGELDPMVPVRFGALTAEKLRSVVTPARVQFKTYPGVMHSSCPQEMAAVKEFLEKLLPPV
PP5 inh: PP5 (human) phosphatase inhibition | P53041 | purified PP5c, OMFP substrate fluorescence | inhibition, % at 6.7 µM | 0.18% of 320,000 active | AID 1987;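 active = inhibition above the campaign's mean inhibition across all tested compounds plus 3 SD, cut at about 9.5% in these data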;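 also: 0% = DMSO only and 100% = 100 µM cantharidin control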
HCV core dimer: HCV core protein dimerization inhibition. AID 1899. inhibition, % at 5 µM. TR-FRET GST/Flag-core106 dimerization, 1536-well. 0.33% of 300,000 active;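 active = inhibition above the mean of all tested compounds plus 3 SD, set per screening campaign, cut at about 45% in these data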
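assay system = GST-tagged and Flag-tagged HCV core protein residues 1-106 | controls = unlabelled core106 and no-GST-core106 wells | incubation = compound-protein-antibody incubation 4 h at 22.5 °C | probe or stimulus = Eu donor and XL665 acceptor anti-tag antibodies | read-out = % inhibition based on acceptor/donor emission ratio | signal = TR-FRET 671 and 617 nm emission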
PREPL inhibitor: inhibits the human prolyl oligopeptidase-like enzyme; AID 2751; Q4J6C6; recombinant PREPL, fluorescence polarization activity-based probe; inhibition, % at 5.96 µM; 0.68% of 320,000 active; in the data active = inhibition above about 43%;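 also: 0% = enzyme with DMSO and 100% = wells lacking enzyme; many of its hits are not listed in these tables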
Target sequence (Q4J6C6 whole entry, looked up): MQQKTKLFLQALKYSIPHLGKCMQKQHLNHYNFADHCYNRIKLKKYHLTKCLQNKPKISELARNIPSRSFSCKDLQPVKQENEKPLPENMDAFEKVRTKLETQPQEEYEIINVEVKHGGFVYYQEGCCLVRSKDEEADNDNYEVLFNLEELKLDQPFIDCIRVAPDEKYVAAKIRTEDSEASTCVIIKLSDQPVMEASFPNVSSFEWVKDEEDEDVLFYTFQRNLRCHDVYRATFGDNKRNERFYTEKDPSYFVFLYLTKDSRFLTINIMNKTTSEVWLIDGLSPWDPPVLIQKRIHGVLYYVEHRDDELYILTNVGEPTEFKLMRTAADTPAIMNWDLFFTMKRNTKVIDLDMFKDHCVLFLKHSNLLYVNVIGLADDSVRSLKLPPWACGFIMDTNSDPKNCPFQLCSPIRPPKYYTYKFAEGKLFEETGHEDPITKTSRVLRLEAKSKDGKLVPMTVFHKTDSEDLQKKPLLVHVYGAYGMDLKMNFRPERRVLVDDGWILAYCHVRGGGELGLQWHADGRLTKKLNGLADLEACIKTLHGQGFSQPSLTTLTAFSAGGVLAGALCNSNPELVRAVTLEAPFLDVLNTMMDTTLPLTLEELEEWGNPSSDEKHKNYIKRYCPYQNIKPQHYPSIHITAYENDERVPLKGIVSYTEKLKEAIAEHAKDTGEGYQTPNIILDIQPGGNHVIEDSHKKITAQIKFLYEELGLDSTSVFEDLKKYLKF
PP1 counter: PP1-alpha (human) inhibition in PP5 counter-screen; P62136; purified PP1alpha, OMFP fluorescence; AID 2235; 0.9% of 320,000 active; inhibition, % at 6.7 µM;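 active = inhibition above the mean inhibition of all tested compounds plus 3 SD, computed separately for each screening campaign, cut at about 15% in these data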
Efflux pump inh: antifungal efflux pump inhibition, Nile Red retention | S. cerevisiae Candida pump triplex | inhibition, % at 10 µM | 0.44% of 330,000 active | AID 485275;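 active = plate passing quality check with inhibition over a set limit, or well fluorescence over plate mean plus 4 SD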;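 also: Nile Red retained in pooled yeast measured as flow cytometry median fluorescence; 0% = buffer negative control and 100% = Enniatin B positive control; higher means more Nile Red kept so more efflux inhibition; some compounds called inactive have numbers as strong as hits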
JMJD2C inh: inhibitors of human GASC-1 (JMJD2C) demethylase; Q9H3R0; GST-JMJD2C(1-420) H3K9me3 demethylation, DELFIA europium; inhibition, % at 2.35 µM; 0.069% of 330,000 active;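 active = more than half of a compound's replicate wells show inhibition beyond 50%, single wells judged on their own value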;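 also: signal counts dimethyl H3K9 product captured on neutravidin plate; 0% = median of DMSO wells and 100% = 0.3 times that DMSO median; strong numbers were not always called active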
TPT1 inhibitor: blocks Candida albicans tRNA 2'-phosphotransferase; inhibition, % at 5 µM; AID 1962; recombinant caTPT1, FP RNA substrate dephosphorylation; 0.81% of 300,000 active;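 active = inhibition above the mean of all tested compounds plus 3 SD, set per screening campaign, cut at about 24% in these data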;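 also: plate controls were DMSO alone for no effect and ferristatin control at 100 nM for full effect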
Starred values were filed as active, the others as inactive; i = inactive; / = no result given.

Screens in order: Fh CTSL1 inh	LYPLA2 counter	PP5 inh	HCV core dimer	PREPL inhibitor	PP1 counter	Efflux pump inh	JMJD2C inh	TPT1 inhibitor
> CC(C)c1nnc(NC(=O)CC(C)c2ccccc2)s1 (configuration not stated)
    1.4	6.8	1.8	1.5	-9.1	-0.9	-0.1	4.4	-1.5
> O=[N+]([O-])c1ccc(N(CC(O)CN2CCCCC2)S(=O)(=O)c2ccccc2)cc1 (configuration not stated)
    0.5	-2.0	1.8	-5.5	-1.5	4.6	-1.0	-5.4	-1.6
> O=C(CCn1c(=O)oc2ccccc21)Nc1ccon1
    -0.9	-5.5	-0.4	-5.1	8.0	-1.1	0.1	3.9	4.2
> O=C(Cc1cccs1)Nc1ccon1
    -2.0	0.6	1.8	-0.8	1.4	1.6	-0.1	1.5	6.5
> CCOc1ccc(CNC(=O)c2cc3oc4ccccc4c3n2C)cc1
    1.8	-8.5	2.7	7.1	10.9	2.4	-0.1	4.2	-7.0
> Cc1ccc(C(=O)n2cnnc2N)cc1
    -4.4	8.2	3.6	2.6	16.4	4.9	0.8	4.8	-0.7
> COCCOC(=O)c1c(C)nc(SCC(=O)Nc2ccc(OC)cc2)c(C#N)c1-c1ccco1
    -0.4	3.0	3.2	2.6	-4.4	-4.1	-0.2	-1.2	0.5
> COc1cccc(NC(=O)CSc2nc3ccccc3c(=O)n2CCCC(=O)N2CCCC2)c1
    1.1	0.3	1.6	2.0	-3.5	-0.9	0.0	31.4	3.8
> Cc1ccc(S(=O)(=O)N2CCC(C(=O)OCC(=O)N3CCC(C)CC3)CC2)cc1C
    1.0	8.2	-0.9	0.8	4.4	-2.7	0.0	3.6	-5.8
> CCn1c(SCC(=O)Nc2ccc(C)cc2)nc2nc3c(cc2c1=O)COC(C)(C)C3
    0.6	-1.5	-1.1	7.8	-24.7	-3.1	-0.1	/	-5.0
> COc1ccc(CCSc2nnc(C3CCCCC3)n2N)cc1
    -2.6	-0.9	0.5	-0.6	13.6	-0.3	0.1	-13.0	0.3
> COc1cccc(NC(=O)CSc2nc3c([nH]c4ccccc43)c(=O)n2C)c1
    1.6	-2.8	2.4	-1.1	-14.0	0.7	-0.1	-5.1	3.4
> O=C(CN(c1ccccc1)S(=O)(=O)c1ccccc1[N+](=O)[O-])NN=C1CCCCCCC1
    2.0	2.5	1.0	7.8	17.8	-0.9	0.0	-2.6	0.7
> Cc1ccc(NC(=O)c2cc(S(=O)(=O)N(C)C)ccc2N2CCCC2)cc1F
    -0.4	-2.2	0.9	3.6	6.0	2.8	-0.3	-0.9	-1.3
> O=C(NCC1CCCCC1)c1cc(S(=O)(=O)N2CCOCC2)ccc1F
    /	6.4	-0.5	/	3.7	-4.0	0.0	6.3	/
> COc1cccc2cc(-c3nc(-c4cccs4)cs3)c(=O)oc12
    0.9	2.1	3.1	50.8*	2.1	2.6	0.1	-8.8	1.0
> CCOc1cc(C(=S)N2CCOCC2)ccc1OS(=O)(=O)c1ccc(C)cc1
    1.1	-2.6	3.2	3.6	0.3	1.0	-0.1	-1.4	-3.3
> CCOC(=O)N1CCC(NC(=O)CS(=O)(=O)Cc2nc(-c3ccc(C)cc3)oc2C)CC1
    -2.6	11.6	-2.0	-14.2	28.0	-2.3	-0.2	i	-2.7
> COc1ccc(OC)c(C(O)c2coc3ccc(O)c(CN4CCOCC4)c23)c1 (configuration not stated)
    6.6	-1.8	-0.5	1.7	8.1	-1.3	0.1	-3.3	-1.0
> COc1ccc(CNC(=O)CCCOc2cc(=O)n(C)c3ccccc23)cc1
    2.1	0.7	-0.8	-3.4	-7.0	6.3	-0.1	-7.5	-5.2
> Cc1ccc(NC(=O)N2CCC(O)(c3cccnc3)CC2)cc1
    -2.6	-1.2	2.0	4.3	4.0	-5.1	0.0	-15.8	-0.6
> COC(=O)c1cc2oc(C)cc2n1CC(=O)Nc1ccc(C)c(C)c1
    2.4	-1.4	1.2	19.9	6.3	-1.7	-0.1	-11.3	4.6
> COc1ccc(C(CNC(=O)COc2cc(C)c(Cl)c(C)c2)N2CCCCC2)cc1 (configuration not stated)
    8.8	10.4	5.3	8.7	-2.6	11.4	0.1	-4.8	16.5
> COc1ccccc1OCC(=O)N1CCCC(Nc2ccc(C)c(C)c2)C1 (configuration not stated)
    1.3	-3.4	3.2	1.8	12.2	0.2	-0.1	-0.5	-3.4
> NC(=O)CSc1nnc(-c2ccco2)n1N
    -0.1	-0.8	1.4	-4.2	14.3	-2.0	0.1	-2.9	2.3
> O=C(NCc1cccnc1)C(=O)NCC1OCCN1S(=O)(=O)c1ccc(F)cc1 (configuration not stated)
    -2.2	3.0	1.2	2.6	7.5	2.9	0.1	-3.1	-0.8
> Cn1c(N)c(C(=O)COC(=O)C2CC(=O)N(Cc3ccccc3)C2)c(=O)n(C)c1=O (configuration not stated)
    -24.6	14.3	2.0	-1.0	15.7	0.6	0.0	-4.0	-4.0
> Cc1cccc2cc3c(nc12)-c1ccccc1C3=O
    8.6	-5.8	-3.5	2.3	-5.8	-3.5	0.0	3.4	-1.7
> CC1CCCC(NC(=O)c2nn(C)c3c2CS(=O)(=O)c2ccccc2-3)C1C (configuration not stated)
    -3.1	18.9	2.3	4.8	13.4	2.8	-0.1	-4.8	-4.3
> CN(C)CCNC(=O)/C=N/O
    -2.6	-2.6	0.2	1.1	0.1	-2.7	0.1	3.2	-1.2
> O=C(Nc1ccccc1[N+](=O)[O-])c1nc[nH]c1C(=O)NCCO
    5.1	9.3	1.5	5.5	-0.7	-2.3	0.0	-1.7	7.3
> COC(=O)c1ccccc1NC(=S)N1CCOCC1
    1.3	-3.9	-0.7	3.1	1.6	-4.2	0.0	-8.3	-0.2
> Nc1ccc(-n2cc(-c3ccccc3)[nH]c2=S)cc1
    -0.2	-8.2	-2.1	-2.0	5.8	-1.6	-0.1	9.8	-2.4
> O=S(=O)(c1cccs1)N1CN(Cc2cccs2)c2nc3ccccc3nc21
    1.7	-6.4	1.9	11.5	-9.0	3.6	-0.2	0.8	-6.3
> O=C(Cc1ccc(Cl)cc1)Nc1ccccc1N1CCN(C(=O)c2ccccc2)CC1
    0.8	-8.4	5.4	10.2	4.3	-3.3	1.3	-1.5	1.9
> COc1ccc2c(c1)c(C(=O)CN1CCC3(CC1)OCCO3)c(C)n2C
    0.1	-0.9	3.6	-4.6	16.5	4.2	0.1	-8.2	-3.2
> CC(C)=CCCC1(C)C=Cc2c(ccc3c2[nH]c2cc(O)c(C)cc23)O1 (configuration not stated)
    1.5	-4.6	3.0	-4.0	7.9	2.8	-0.3	4.6	0.1
> CCOc1ccc(N/C(C)=C\C(=O)c2ccc3c(c2)OCCO3)cc1
    -2.0	-3.4	1.1	3.0	-2.1	4.8	-0.1	10.3	-2.3
> CC1CCCN(C(=O)C2CCN(S(=O)(=O)c3cccc4cccnc34)CC2)C1 (configuration not stated)
    -4.1	9.1	-2.0	1.7	4.1	-7.3	0.1	19.3	-4.0
> CCOC(=O)c1sc2cc([N+](=O)[O-])cc(SCC(=O)OC)c2c1N
    0.5	4.2	3.3	-5.5	23.8	-1.5	-0.2	-7.3	29.2*
> Cc1cc(N2C(=O)c3ccc(C(=O)Nc4ccc(O)cc4C(=O)O)cc3C2=O)no1
    3.6	-1.7	-1.9	-13.0	-4.6	-3.6	0.0	-0.8	-2.4
> CCSc1nnc(NC(=O)c2nn(C(C)C)c(=O)c3ccccc23)s1
    1.8	4.5	-0.4	6.1	-3.2	-1.0	0.1	1.7	2.6
> NNc1ncnc2c1cnn2-c1ccccc1
    2.0	1.1	5.0	-2.8	-9.1	-1.7	0.1	-2.1	-1.4
> Cc1ccc(S(=O)(=O)NN2C(=O)c3ccccc3NC2c2ccccc2O)cc1 (configuration not stated)
    4.8	-0.9	0.1	2.7	4.9	-0.3	0.0	-3.0	4.7
> CCOc1ccc2nc(N(CCN(CC)CC)C(=O)c3cccc([N+](=O)[O-])c3)sc2c1
    5.0	-1.9	0.5	0.6	20.8	-1.9	0.3	9.2	0.2
> CCOc1ccc(/C=C/C2=Cc3c(sc(NC(=O)CSc4n[nH]c(N)n4)c3C#N)C(C)(C)C2)cc1
    -3.0	-56.9	2.0	71.6*	-13.2	22.4*	-0.2	-0.5	57.4*
> CCOc1ccccc1OCCC(=O)OCC(=O)c1ccc[nH]1
    -19.1	4.6	4.2	8.6	-15.8	-8.4	0.0	-4.2	-0.3
> CC(=O)Oc1ccc2nc(-c3ccc(Br)o3)oc(=O)c2c1
    -20.7	4.5	1.5	8.4	-7.6	-2.1	-0.1	5.9	-1.7
> CC(C)CC1c2[nH]c3ccccc3c2CCN1C(=O)C1CCOCC1 (configuration not stated)
    -1.4	6.6	4.6	-0.6	-4.2	-3.9	0.1	-1.4	-0.6
> Cc1ccc(N=Cc2ccc[nH]2)c(O)c1
    0.1	-2.0	3.5	-7.6	19.3	-0.3	0.1	-9.0	10.1
> COc1cccc(CN(CC(=O)NC2CCCC2)C(=O)c2csnn2)c1
    3.2	4.7	-0.4	-5.8	11.6	-2.8	0.0	12.2	1.0
> CCN(C(=O)CSc1nnc(C)n1-c1ccccc1)C1CCS(=O)(=O)C1 (configuration not stated)
    7.8	-0.8	-0.2	-3.0	13.9	-4.2	0.1	-8.5	3.1
> CCOCCCN(C(=O)c1snc(C(N)=O)c1N)C(C(=O)NC1CCCC1)c1ccc(O)c(OC)c1 (configuration not stated)
    0.7	2.7	1.4	-13.8	9.9	-2.2	0.0	-12.2	1.3
> CCOC(=O)c1sc(NC(=O)CSc2nc(C)cc(C(F)(F)F)n2)c(C#N)c1C
    1.5	0.7	0.6	0.8	5.8	0.4	0.1	-6.0	-5.9
> O=C(O)c1c[nH]ccc1=O
    1.9	2.2	3.2	-2.5	12.8	-9.3	0.1	9.9	-3.5
> O=C(c1ccc(COc2ccccc2Br)cc1)N1CCCCCC1
    1.9	1.3	4.7	7.4	15.3	1.7	0.1	28.0	0.1
> CC(=O)N1CCc2cc(C(=O)CN3CCN(c4ccccc4F)CC3)ccc21
    1.3	3.7	-2.5	15.6	8.0	-1.9	0.0	-12.4	-0.4

Entries of single compounds, quoted from the list. Order of screens: Fh CTSL1 inh	LYPLA2 counter	PP5 inh	HCV core dimer	PREPL inhibitor	PP1 counter	Efflux pump inh	JMJD2C inh	TPT1 inhibitor
CCOc1ccc2nc(N(CCN(CC)CC)C(=O)c3cccc([N+](=O)[O-])c3)sc2c1 across the screens: 5.0	-1.9	0.5	0.6	20.8	-1.9	0.3	9.2	0.2
Cc1ccc(S(=O)(=O)NN2C(=O)c3ccccc3NC2c2ccccc2O)cc1 (configuration not stated) across the screens: 4.8	-0.9	0.1	2.7	4.9	-0.3	0.0	-3.0	4.7
Cc1cc(N2C(=O)c3ccc(C(=O)Nc4ccc(O)cc4C(=O)O)cc3C2=O)no1 across the screens: 3.6	-1.7	-1.9	-13.0	-4.6	-3.6	0.0	-0.8	-2.4
O=C(O)c1c[nH]ccc1=O across the screens: 1.9	2.2	3.2	-2.5	12.8	-9.3	0.1	9.9	-3.5

High-throughput results as filed in PubChem BioAssay.

A portion of the library, so the mix of outcomes need not match the whole.
